# Kir21 inh: blocks the mouse Kir2.1 inward-rectifier potassium channel | P35561 | HEK293-Kir2.1, FluxOR thallium flux fluorescence; active compounds read low | B-score at 10 µM | 310,000 compounds, 0.85% hits | AID 1672;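 active means fluorescence ratio B-score at or below minus 3 SD of library scores, with starting-brightness B-score within 2 SD, cut at about -4.2 in these data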;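 further: channel flux triggered by added potassium and thallium sulfate stimulus; B-score of peak minus minimum fluorescence over baseline after thallium stimulus; more negative B-score means stronger Kir2.1 block with less thallium influx; some compounds called inactive have numbers as strong as hits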
# Target sequence (P35561 whole entry, looked up): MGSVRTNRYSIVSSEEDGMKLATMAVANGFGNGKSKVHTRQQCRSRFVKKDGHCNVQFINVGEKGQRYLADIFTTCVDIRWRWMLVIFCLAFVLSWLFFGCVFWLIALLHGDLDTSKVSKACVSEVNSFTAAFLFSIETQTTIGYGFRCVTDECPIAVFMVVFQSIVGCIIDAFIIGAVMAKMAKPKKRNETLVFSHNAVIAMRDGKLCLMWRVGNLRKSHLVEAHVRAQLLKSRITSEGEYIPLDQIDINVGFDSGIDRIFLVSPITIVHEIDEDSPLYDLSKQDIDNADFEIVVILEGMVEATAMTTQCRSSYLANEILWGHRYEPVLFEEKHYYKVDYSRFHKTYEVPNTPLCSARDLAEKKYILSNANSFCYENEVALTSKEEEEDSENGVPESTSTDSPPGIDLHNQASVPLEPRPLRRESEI
# KCNQ2 inh: KCNQ2 potassium channel inhibitors, primary screen, cell-based, CHO-K1, FluxOR thallium flux, B-score (AID 2156). O88943. 20 min; active compounds read low. B-score at 10 µM. 310,000 compounds, 1.1% hits;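 active means fluorescence ratio B-score at most minus 3 library SDs, with starting brightness B-score within 2 library SDs, cut at about -5.5 in these data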
# CHT block: human CHT choline transport inhibition | CHT-expressing cells, membrane potential dye, choline response; active compounds read low | B-score at 10 µM | Q9GZV3 | 310,000 compounds, 0.86% hits;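 active means B-score over 3 SD under the library average, and starting fluorescence ratio not unusually high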;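 further: choline stimulus applied at its EC90 after an EC20 pre-addition; B-score computed on integrated fluorescence ratio after choline addition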
# Target sequence (Q9GZV3 whole entry, looked up): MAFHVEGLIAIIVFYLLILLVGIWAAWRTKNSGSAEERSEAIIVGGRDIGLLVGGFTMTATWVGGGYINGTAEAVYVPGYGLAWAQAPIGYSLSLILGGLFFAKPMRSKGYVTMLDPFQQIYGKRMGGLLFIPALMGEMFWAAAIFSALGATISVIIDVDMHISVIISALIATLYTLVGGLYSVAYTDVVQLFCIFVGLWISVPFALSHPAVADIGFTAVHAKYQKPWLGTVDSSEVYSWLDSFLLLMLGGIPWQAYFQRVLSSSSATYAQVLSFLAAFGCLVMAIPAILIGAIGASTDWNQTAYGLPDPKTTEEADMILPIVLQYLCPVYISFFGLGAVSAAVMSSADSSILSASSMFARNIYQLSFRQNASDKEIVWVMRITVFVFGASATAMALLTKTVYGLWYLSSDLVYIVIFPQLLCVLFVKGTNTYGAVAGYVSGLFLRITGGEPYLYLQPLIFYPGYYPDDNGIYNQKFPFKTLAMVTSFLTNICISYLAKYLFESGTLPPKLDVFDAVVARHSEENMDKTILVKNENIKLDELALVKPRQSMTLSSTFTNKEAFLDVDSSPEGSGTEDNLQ
# * marks the source's active call; other numbers are inactive results; i = inactive; . = not tested or not shown.
# Results follow in this order: Kir21 inh, KCNQ2 inh, CHT block
- Cc1ccc(C(=O)N2CCCCC2)cc1S(=O)(=O)N1CCCCCC1
→ 0.5, i, i
- CC(Sc1nnc(-c2ccco2)n1C)C(=O)Nc1nccs1 (configuration not stated)
→ 1.1, i, i
- O=[N+]([O-])c1ccc2[nH]cc(S(=O)(=O)N3CCN(c4cccc(Cl)c4)CC3)c2c1
→ 1.1, i, i
- Cn1nc(C(C)(C)C)cc1NC(=O)Nc1ccc(Cl)cc1
→ 1.9, i, i
- CCOc1ccc(C2=C(C=C(C#N)C#N)C(c3ccccc3)c3ccccc3O2)cc1 (configuration not stated)
→ -1.4, i, i
- COc1cccc(/C=N/n2c(C3CCCCC3)n[nH]c2=S)c1O
→ 0.1, i, i
- CC1(C)CC(=O)C(C=NCCN2CCN(C3CC(=O)N(c4ccc(F)cc4)C3=O)CC2)=C(O)C1 (configuration not stated)
→ -0.84, i, i
- O=C(O)/C=C/C(=O)NNC(=O)c1ccccc1Br
→ 0.52, i, i
- CC1Cc2cc(S(=O)(=O)NCCc3ccccc3)ccc2N1C(=O)C1CC1 (configuration not stated)
→ -1.7, i, i
- COc1ccc(S(=O)(=O)NCCN2CCOCC2)cc1Br
→ -0.46, i, i
- CCOC(=O)C1=NN(c2ccc([N+](=O)[O-])cc2)CC1C(=O)OC (configuration not stated)
→ 2.7, i, i
- Cc1ccc(C(=O)CSc2cnc3ccccc3n2)cc1C
→ -1, i, i
- CC(C)(C)OC(=O)N/N=C/c1c[nH]c2ccccc12
→ 1, i, i
- Cc1c(N=c2scc(-c3ccccc3)n2CCO)c(=O)n(-c2ccccc2)n1C
→ -0.05, i, i
- CC(C(=O)NCC1CCCCC1)N(C)Cc1ccc(Cl)cc1 (configuration not stated)
→ -1.7, -6.7*, i
- CCN(CC)C1CCN(Cc2c(C(=O)N3CCCCCCC3)nc3ccc(Cl)cn23)C1 (configuration not stated)
→ 0.27, i, i
- COc1ccccc1NC(=O)CN(c1ccc(C23CC4CC(CC(C4)C2)C3)cc1)S(C)(=O)=O
→ 0.36, i, i
- O=C(O)c1cc(S(=O)(=O)N2CCCc3ccccc32)ccc1Cl
→ 0.73, i, i
- CC1=C(C)C(=O)OC(C(C)C2CCC3C4CC=C5CC(OC6OC(COC7OC(CO)C(O)C(O)C7O)C(O)C(O)C6O)CC(O)C5(C)C4CCC23C)C1 (configuration not stated)
→ 0.3, i, i
- O=C(NCc1ccncc1)Nc1ccccc1
→ 0.14, i, i
- Cc1ccc(SCCC(=O)Nc2ccc(OCc3ccccc3)cc2)cc1
→ 1.5, i, i
- CC1CC(c2ccccc2)NS(=O)(=O)O1 (configuration not stated)
→ 0, i, i
- O=C1/C(=C/c2ccccc2[N+](=O)[O-])COc2ccccc21
→ 0.16, i, i
- CN(c1ccc(C(=O)NCc2cccs2)cc1)S(=O)(=O)c1ccccc1
→ 0, i, i
- COc1cc(NC(=O)C(F)(F)F)cc(OC)c1
→ 1.4, i, i
- C=CCn1c(=O)/c(=C\c2ccsc2)s/c1=C(/C#N)C(=O)NCCN1CCOCC1
→ 0.75, i, i
- Cc1ccc2nc(/C(C#N)=C\c3cc(O)ccc3[N+](=O)[O-])[nH]c2c1
→ 1.5, i, i
- Cc1cc(C)n(-c2cccc(C(=O)O)c2)n1
→ -1, i, i
- COc1cc(OC)c(-n2cc(-c3ccc(Cl)cc3)[nH]c2=O)cc1Cl
→ 0.1, i, i
- CCOC(=O)c1sc2nc(C)nc(NCCc3ccc(S(N)(=O)=O)cc3)c2c1C
→ 0.34, i, i

# Looked up by compound from the list above, seven records:
# Results follow in this order: Kir21 inh, KCNQ2 inh, CHT block
- CCOC(=O)c1sc2nc(C)nc(NCCc3ccc(S(N)(=O)=O)cc3)c2c1C
→ 0.34, i, i
- O=C(O)c1cc(S(=O)(=O)N2CCCc3ccccc32)ccc1Cl
→ 0.73, i, i
- CC1CC(c2ccccc2)NS(=O)(=O)O1 (configuration not stated)
→ 0, i, i
- C=CCn1c(=O)/c(=C\c2ccsc2)s/c1=C(/C#N)C(=O)NCCN1CCOCC1
→ 0.75, i, i
- COc1cc(OC)c(-n2cc(-c3ccc(Cl)cc3)[nH]c2=O)cc1Cl
→ 0.1, i, i
- Cc1ccc2nc(/C(C#N)=C\c3cc(O)ccc3[N+](=O)[O-])[nH]c2c1
→ 1.5, i, i
- O=C(NCc1ccncc1)Nc1ccccc1
→ 0.14, i, i

# Carrying on:
# Results follow in this order: Kir21 inh, KCNQ2 inh, CHT block
- Clc1ccccc1N/N=C/c1ccc2c(c1)OCO2
→ -1.2, i, i
- Cc1cc(=O)n(CCC(=O)O)c2ccccc12
→ -1.7, i, i
- CCCC(=O)Nc1ccccc1NC(=O)c1ccc(OC)cc1
→ 0.73, i, i
- O=C(c1ccc(F)cc1)N1CCN(C2CCC(c3ccccc3)CC2)CC1 (configuration not stated)
→ -0.84, i, i
- COC(=O)CSc1nnnn1-c1cccc2ccccc12
→ 0, i, i
- O=C(CSc1ccc(-c2ccccn2)nn1)c1ccc([N+](=O)[O-])cc1
→ 1.2, i, i
- Cc1c(C2C(C#N)=C(N)N(c3cccc([N+](=O)[O-])c3)C3=C2C(=O)CCC3)cnn1C (configuration not stated)
→ 1.5, i, i
- CCOc1ccc(-c2csc(NC(=O)c3cccc(N4C(=O)CCC4=O)c3)n2)cc1
→ 0.84, i, i
- CCN(Cc1ccc(OC)c(F)c1)C(=O)c1cc2ccccc2o1
→ 0.47, i, i
- C[N+]1(CCN2C(=O)C3CC=C(Cl)CC3C2=O)CCOCC1 (configuration not stated)
→ 1.6, i, i
- COC(=O)CCCC(=O)NCC1(N(C)Cc2ccccc2)Cc2ccccc2C1
→ 0.02, i, i
- CCS(=O)(=O)NCc1csc(C)n1
→ 0.14, i, i
- O=C(N/N=C/c1ccncc1)c1ccc(COc2cccc3cccnc23)cc1
→ -0.55, i, i
- NNC(=O)CNC(=O)CNS(=O)(=O)c1ccccc1
→ -0.01, i, i
- O=C(CSc1nnc(CNC(=O)c2c(F)cccc2F)o1)NCc1ccc(F)cc1
→ -0.17, i, i
- Cc1ccc(S(=O)(=O)N2CCN(Cc3cccc(F)c3)CC2)cc1
→ 0.72, i, i
- O=C(/C=C/c1ccccc1)N1CCN(c2cccc(Cl)n2)CC1
→ -0.11, i, i
- CCOc1ccc(NC(=O)C2CC(=O)N(c3ccc4c(c3)OCCO4)C2)cc1OCC (configuration not stated)
→ -0.86, i, i
- Oc1cccc(/C=N/NC(=S)Nc2cccnc2)c1O
→ 0.16, i, i
- COc1cccc(NC(=S)N(CCc2c(C)[nH]c3ccccc23)Cc2ccco2)c1
→ -1.3, i, i
- COc1ccc(CN2C(=O)c3cccnc3C2Nc2cc(Cl)ccc2OC)cc1 (configuration not stated)
→ -0.71, i, i
- Cc1ccc(Nc2nnc(SC(C)C(=O)Nc3c(C)n(C)n(-c4ccccc4)c3=O)s2)cc1 (configuration not stated)
→ -0.53, i, i
- CCOc1ccc(CCNc2nc3ccccc3n3c(C)nnc23)cc1OCC
→ 0.66, i, i
- COc1ccccc1CN(C)CC(=O)Nc1ccccc1-c1ccccc1
→ 1.2, i, i
- O=c1[nH]c(CSc2nnc(-c3cccnc3)n2C2CCCCC2)nc2ccccc12
→ 0.73, i, i
- CC1=C(C(=O)OC2CCCCC2)C(c2ccc(N(C)C)cc2)NC(=O)N1 (configuration not stated)
→ -1.3, i, i
- NC(=O)COC(=O)c1cccc2c1-c1ccccc1C2=O
→ -0.59, i, i
- COc1ccc(NC(=O)N2CCN(C(=O)C(Cc3ccc(F)cc3)NC(C)=O)CC2)cc1 (configuration not stated)
→ -1.1, i, i
- CCOc1ccc(NC(=O)C2C(C(=O)O)C3(Cl)C(Cl)=C(Cl)C2(Cl)C3(Cl)Cl)cc1 (configuration not stated)
→ -0.62, i, i
- CCN1C(=O)/C(=C/N(C(C)=O)c2ccccc2)N(c2ccccc2)C1=S
→ -4.5*, -9.6*, i
- Cc1csc(NC(=O)CSc2nc(=O)n(CCCN(C)C)c3c2CCC3)n1
→ 1.1, i, i
- Cc1cc2nnc(SCc3ccccc3)n2c(N)n1
→ 0.04, i, i
- COc1ccccc1N(CC(O)COc1ccc(C)cc1)S(=O)(=O)c1ccccc1 (configuration not stated)
→ -0.23, i, i
- Cc1onc(-c2ccccc2Cl)c1C(=O)NNC(=O)c1nn(C)cc1Cl
→ -0.44, i, i
- Cc1cc(Cl)ccc1Oc1ncnc2oc(-c3ccccc3)cc12
→ 0.16, i, i
- CCn1cc(C(=O)N2CCOCC2)c(=O)c2cc(S(=O)(=O)N(C)C3CCCCC3)ccc21
→ 1.6, i, i
- Cc1nn(-c2ccccc2)c(C)c1NC(=O)COC(=O)CC(C)c1ccccc1 (configuration not stated)
→ -0.16, i, i
- CC(=O)Nc1ccc(S(=O)(=O)Nc2cc(-c3ccccc3)nn2C)cc1
→ 0.91, i, i
- Cc1cc(N2CCOCC2)nc2ccc(NC(=S)NCCN(C)C)cc12
→ 0.01, i, i
- N#C/C(=C/c1ccc(N2CCOCC2)o1)C(=O)Nc1ccccc1
→ -3.7, i, .
- O=C(Nc1nc2ccsc2c(=O)s1)c1ccc(F)cc1
→ -0.96, i, i
- CCOC(=O)c1ccc(NC(=O)c2cc3c(C)nn(-c4ccccc4Cl)c3s2)s1
→ -1.3, i, i
- Cc1ccc(Nc2cc(-c3ccccc3)nc3ncnn23)cc1
→ 0.87, i, i
- CC(=O)NC(CC(=O)O)c1ccc(F)cc1 (configuration not stated)
→ 0.95, i, i
- COc1ccc(/C=N/NC(=O)c2cccc(Br)c2)cc1CSc1ccccn1
→ 0.28, i, i
- COc1ccc(C(=O)OCC(=O)Nc2nnc(-c3ccccc3)o2)cc1
→ 0.07, i, i
- CC(C)c1nc(SCC(=O)NCc2ccccc2)n[nH]1
→ 0.32, i, i
- CCOC(=O)N1CCC(n2c(SCC(=O)N3CCCC3)nc3ccccc3c2=O)CC1
→ -0.7, i, i
- Cc1cc(OCCN2CCCCC2)nc2ccccc12
→ 1.2, i, i
- O=[N+]([O-])c1cc(/C=N/N2CCN(Cc3ccccc3)CC2)ccc1Cl
→ 1.1, i, i
- COc1ccc(Cc2n[nH]c(=S)n2NC(=O)Nc2ccc(C)cc2)cc1
→ 0.01, i, i
- O=C(OCc1cc2ccccc2[nH]c1=O)c1ccco1
→ -1.5, i, i
- Cc1ccc2nc(-c3ccccn3)cc(C(=O)NC(C)C(C)(C)C)c2c1 (configuration not stated)
→ 1.8, i, i
- COC(=O)c1ccc(-n2ccnc2)cc1
→ 1.5, i, i
- Cc1ccccc1-c1ccc(C=Nc2c(C)n(C)n(-c3ccccc3)c2=O)o1
→ 0.91, i, i
- Cc1csc(C(C#N)C(=O)c2ccncc2)n1 (configuration not stated)
→ -0.91, i, i
- CC(=O)Nc1ccc(S(=O)(=O)Nc2nccc(C3Cc4ccccc4C(=O)O3)n2)cc1 (configuration not stated)
→ -0.09, i, i
- COc1ccc(C2CC(c3cccs3)=Nc3ccccc3S2)cc1OC (configuration not stated)
→ -1.3, i, i
- COC(=O)c1cc(NC(=O)Cc2ccccc2[N+](=O)[O-])ccc1Cl
→ -2.4, i, i
- CC(C)Cc1cc(C(=O)NCc2ccco2)no1
→ -0.95, i, i

# New compounds follow
# Results follow in this order: Kir21 inh, KCNQ2 inh, CHT block
- O=C(CSc1ncn[nH]1)N1CCN(S(=O)(=O)c2ccccc2)CC1
→ -1.4, i, i
- CCN(CC)P(=O)(Nc1ccc([N+](=O)[O-])cc1)c1c(C)nn(CCC#N)c1NC(=O)c1ccc(Cl)cc1 (configuration not stated)
→ -0.07, i, i
- O=c1c2ccccc2ncn1-c1ccc2c(c1)OCCO2
→ 0.2, i, i
- CCOC(=O)C1=C(COC(=O)COc2ccc(C#N)cc2)NC(=O)NC1C (configuration not stated)
→ 0.08, i, i
- Cc1c(C(=O)NC(C(C)C)C(C)C)cccc1[N+](=O)[O-]
→ -0.84, i, i
- CN(C)/C=C/C(=O)c1cccc(C(F)(F)F)c1
→ -1.8, i, i
- O=C(c1ccc(Sc2ccc(F)cc2)c([N+](=O)[O-])c1)N1CCOCC1
→ 1.2, i, i
- COc1cc(C(=O)NC2CCCC2)c(Br)c(OC)c1OC
→ 0.58, i, i
- O=C(NCc1ccccc1)c1ccc2c(c1)C(=O)N(Cc1ccncc1)C2=O
→ -1.8, i, i
- CCn1cc(CN2CCN(Cc3ccccc3)C(CCO)C2)c2ccccc21 (configuration not stated)
→ -0.98, i, i
- Cc1cc(Cl)ccc1NC(=S)NCCN1CCOCC1
→ 0.69, i, i
- O=C(CCCn1c(=S)[nH]c2ccc(Br)cc2c1=O)NCc1ccccn1
→ -1.2, i, i
- CC(C)[C@H](NC(=O)c1ccccc1)C(=O)OCC(=O)Nc1ccc(Cl)cc1C(F)(F)F
→ 0.03, i, i
- COC(=O)Cn1c(=O)c2c(nc3n2CCCN3CCc2ccc(OC)c(OC)c2)n(C)c1=O
→ -2.9, i, i
- Cc1ccc(-c2c(C(=O)N/N=C/c3ccc(OC(C)C)cc3)nnn2-c2nonc2N)cc1
→ -0.57, i, i
- CCC(=O)N/C(N)=N/c1nc(C)c2cc(C)c(C)cc2n1
→ 0.46, i, i
- O=C(NC1CCCC1)C1CCN(C(=O)c2ccc(Cl)cc2)CC1
→ 0.84, i, i
- CCn1cc(C(=O)N2CCc3ccccc32)c(=O)c2cc(S(=O)(=O)N3CCOCC3)ccc21
→ -0.42, i, i
- Cc1cccc(N2CCN(C(=O)COc3cccc4c3OC(C)(C)C4)CC2)c1C
→ 0, i, i
- CCOC(=O)c1ccc(-c2ccc(CO)o2)cc1
→ -0.77, i, i
- Cc1cc(NC(=O)CSCCO)no1
→ 0.1, i, i
- CCCCNC(=O)c1sc2ncnc(N3CCc4ccccc4C3)c2c1C
→ 0.52, i, i

# Screening results from PubChem BioAssay.
